# Pf growth 48h: inhibits P. falciparum growth in the first generation, 48 h; Potency, µM (top dose mostly 28.7 µM), for the others: top-dose activity change, negative = inhibition, actives largely listed as inhibitors; P. falciparum luciferase growth in erythrocytes, 48 h; AID 504832; 5.9% of 310,000 active; also: potency is read from the fitted curve at half-maximal effect; % is scaled to controls: 0 for no effect and ±100 for the full control effect
#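 Here the parasites carry a stable luciferase gene and grow inside erythrocytes in Albumax-based RPMI medium with compound for one erythrocytic cycle. Activity is scored as loss of luminescent signal.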
# LmPK inhibitor: blocks Leishmania mexicana pyruvate kinase activity. 0.37% of 290,000 active. purified LmPK, Kinase-Glo ATP luminescence, 1 h. Potency, µM (top dose mostly 57.5 µM), without a hit: at the top dose activity change, negative = inhibition, hits mostly inhibitors. AID 1721. Q27686; also: potency is read from the fitted curve at half-maximal effect; % is scaled to controls: 0 for no effect and ±100 for the full control effect
# Target sequence (Q27686 whole entry, looked up): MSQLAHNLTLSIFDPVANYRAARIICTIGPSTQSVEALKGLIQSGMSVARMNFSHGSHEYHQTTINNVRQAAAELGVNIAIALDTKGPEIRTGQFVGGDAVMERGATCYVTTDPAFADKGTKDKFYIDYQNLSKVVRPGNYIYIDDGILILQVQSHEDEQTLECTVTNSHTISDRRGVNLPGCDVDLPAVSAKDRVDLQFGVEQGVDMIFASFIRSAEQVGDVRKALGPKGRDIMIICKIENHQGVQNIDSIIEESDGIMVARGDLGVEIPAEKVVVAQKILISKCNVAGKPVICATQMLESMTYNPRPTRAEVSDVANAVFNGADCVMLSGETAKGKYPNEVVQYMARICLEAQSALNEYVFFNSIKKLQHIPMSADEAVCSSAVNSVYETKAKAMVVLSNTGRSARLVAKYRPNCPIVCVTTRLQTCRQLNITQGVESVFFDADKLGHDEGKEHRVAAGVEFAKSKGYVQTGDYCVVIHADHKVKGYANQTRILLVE
#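 Pyruvate kinase activity monitored as ATP production (luciferase luminescence). Conditions: 0.1 nM enzyme, 0.5 mM PEP, 0.1 mM ADP, 1 h, RT; normalized against uninhibited and no-enzyme wells.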
# Shiga inhibitor: inhibitors of Shiga toxin in Vero cells; inhibition, % at 38.7 µM; AID 2315; Vero cells, Shiga toxin protein synthesis inhibition reporter; 9.2% of 290,000 active; in the data active = inhibition mostly above about 28%, no sharp cut-off; inactive = mostly below about 43%; also: 0% is about no effect
# Pf growth 96h: inhibits malaria parasite growth, 96 h | 6.9% of 320,000 active | P. falciparum luciferase reporter growth, 96 h | Potency, µM (highest dose often 28.7 µM), without a hit: at the top dose activity change, negative = inhibition, actives largely listed as inhibitors; also: potency is read from the fitted curve at half-maximal effect; % is scaled to controls: 0 for no effect and ±100 for the full control effect
#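 Cell-based qHTS: luciferase-tagged P. falciparum in erythrocytes (2% hematocrit, 0.05% parasitemia final) incubated with compounds for 96 hours, 37 C, 5% CO2; luciferase detection reagent then added and luminescence measured.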
# AmpC no deterg: blocks E. coli AmpC beta-lactamase in detergent-free assay; 0.52% of 330,000 active; AmpC nitrocefin hydrolysis, absorbance 480 nm, 0.0001% Triton; P00811; Potency, µM (doses to about 57.1 µM), without a hit: at the top dose activity change, negative = inhibition, actives largely listed as inhibitors;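 also: potency is read from the fitted curve at half-maximal effect; plate controls were no compound for no effect and no enzyme for full effect; nearly all actives have a fitted effect of over 20% in size; some results filed as inactive show a strong effect at the top dose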
# Target sequence (P00811 whole entry, looked up): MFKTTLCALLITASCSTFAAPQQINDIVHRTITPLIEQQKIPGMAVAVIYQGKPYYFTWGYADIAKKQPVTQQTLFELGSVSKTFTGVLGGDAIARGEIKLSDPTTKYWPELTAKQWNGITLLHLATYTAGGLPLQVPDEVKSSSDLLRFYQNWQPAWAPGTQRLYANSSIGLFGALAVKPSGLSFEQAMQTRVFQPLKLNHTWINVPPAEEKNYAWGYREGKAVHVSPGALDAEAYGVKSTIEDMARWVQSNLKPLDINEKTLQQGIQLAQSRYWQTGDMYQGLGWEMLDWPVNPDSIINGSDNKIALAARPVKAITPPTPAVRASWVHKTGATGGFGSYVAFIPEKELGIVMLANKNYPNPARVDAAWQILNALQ
#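 AmpC (5.3 nM in the dispensed reagent) in 20 mM phosphate pH 7.0 with 0.01% (detergent screen) or 0.0001% Triton X-100 was preincubated with compounds for 15 min at room temperature. Nitrocefin was then added from an 800 uM solution, and hydrolysis was followed at 480 nm.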
# Tb PYK inh: T. brucei pyruvate kinase inhibition. Q57TT1. TbPYK enzyme, Kinase-Glo Plus ATP luminescence, 45 min. Potency, µM (top dose mostly 76.8 µM), for the others: at the highest dose activity, negative = inhibition, hits mostly inhibitors. 0.12% of 410,000 active; also: potency is read from the fitted curve at half-maximal effect; % is scaled to controls: 0 for no effect and ±100 for the full control effect; nearly all actives have a fitted effect of over 50% in size
#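 Assay buffer: 50 mM TEA pH 7.2, 100 mM KCl, 10 mM MgCl2, 0.05% BSA, 0.01% Tween-20. Pyruvate kinase from T. brucei plus substrate met compound, then ADP (130 uM final). Luminescence was read post 45 min RT.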
# CHX counter: counter-screen for Shiga toxin inhibitors: cycloheximide protein synthesis inhibition. cell reporter, cycloheximide protein synthesis inhibition counterscreen. max response, %. 12% of 300,000 active. AID 2314; in the data active = max response mostly above about 13%, no sharp cut-off; inactive = mostly below about 14%; also: read at 38.3 µM for the half of the compounds with a filed dose; 0% is about no effect
# An asterisk follows results filed as active; ? = inconclusive; nt = not tested or not shown; & = joins results of further samples; [ ] = another dose, or the depositor's remark. Unless noted, calls follow the shape of the dose curve; as a rule, active = well fitted curve in the direction sought with a large enough effect; inconclusive = small, poorly fitted or top-dose-only effect, or another doubt; inactive = no such curve, though single readings can be large; an effect the other way counts as inactive or inconclusive. Outcome played no part in choosing rows. About 22% of those tested had a hit in this group.
SMILES,Pf growth 48h,LmPK inhibitor,Shiga inhibitor,Pf growth 96h,AmpC no deterg,Tb PYK inh,CHX counter
CC(=O)c1ccc(NC(=S)N2c3ccccc3CC2C)cc1 (stereo not drawn),13%,10%,18,?,-24%,-11%,23*
CSc1ccc(C#N)cc1NC(=O)c1ccccc1C,?,0%,7,?,-13%,5%,-2
COc1cc(CCC(=O)N2CCN(c3ccc([N+](=O)[O-])cc3)CC2)cc(OC)c1OC,?,1%,2,?,52%,5%,1
Cc1ccc(C)c(N2CCN(c3cnn(-c4nc5ccccc5s4)c(=O)c3Cl)CC2)c1,194%[activator],-6%,138*,218%[activator],-21%,-12%,64*
COc1ccc(NC(=O)CNS(=O)(=O)c2cccc3nonc23)c(OC)c1,-16%,5%,-16,52%[activator],-25%,-19%,-3
Cc1sc2ncnc(N3CCC(C(=O)Nc4ccc(F)cc4Cl)CC3)c2c1C,12µM*,nt,nt,?,38%,-3%,nt
CCC(C)Sc1nc2c(c(=O)[nH]c(=O)n2C)n1Cc1ccccc1Cl (stereo not drawn),12µM*,9%,-1,?,-11%,-4%,-2
Cn1c(=O)c2c(ncn2CCOc2ccc(Br)cc2)n(C)c1=O,20%,2%,-10,2%,68%[activator],-11%,-3
COCCn1nnnc1C(c1ccc(C)cc1)N1CCN(Cc2ccc3c(c2)OCO3)CC1 (stereo not drawn),?,10%,-14,nt,100%[activator],-17%,-4
O=C(Nc1nc(SCc2ccc(F)cc2)ns1)c1ccco1,33%[activator],-6%,34,?,-24%,1%,16*
CN(C)C(CNC(=O)c1ccc2ccccc2n1)c1ccccc1 (stereo not drawn),5%,-1%,-6,27%,-5%,-2%,5
CCOC(=O)C(=O)Nc1nccs1,6%,1%,21,-24%,-26%,4%,-6

# Quoted at random: 4 compounds from above, in no set order.
SMILES,Pf growth 48h,LmPK inhibitor,Shiga inhibitor,Pf growth 96h,AmpC no deterg,Tb PYK inh,CHX counter
CCC(C)Sc1nc2c(c(=O)[nH]c(=O)n2C)n1Cc1ccccc1Cl (stereo not drawn),12µM*,9%,-1,?,-11%,-4%,-2
CCOC(=O)C(=O)Nc1nccs1,6%,1%,21,-24%,-26%,4%,-6
Cc1sc2ncnc(N3CCC(C(=O)Nc4ccc(F)cc4Cl)CC3)c2c1C,12µM*,nt,nt,?,38%,-3%,nt
O=C(Nc1nc(SCc2ccc(F)cc2)ns1)c1ccco1,33%[activator],-6%,34,?,-24%,1%,16*

# Further entries follow.
SMILES,Pf growth 48h,LmPK inhibitor,Shiga inhibitor,Pf growth 96h,AmpC no deterg,Tb PYK inh,CHX counter
CC(=O)N1CCN(S(=O)(=O)c2cccc(C(=O)OCc3cccc(F)c3)c2)CC1,4%,nt,nt,-17%,252%[activator],2%,nt
O=C(c1cccc(S(=O)(=O)N2CCCCC2)c1)N(CCc1ccccc1)Cc1ccccc1,?,nt,nt,?,-3%,-2%,nt
O=S(=O)(c1cccc(NC(=S)N2CCN(c3cccc(Cl)c3)CC2)c1)C(F)F,?,-1%,-12,31%[activator],-26%,2%,-2
O=C(COC(=O)C1CC(O)CN1S(=O)(=O)c1ccc(Cl)cc1)c1ccccc1Cl (stereo not drawn),15%,4%,-6,57%[activator],0%,0%,-3
CCCC1=C(C(=O)OCC)C(c2sccc2C)n2ncnc2N1 (stereo not drawn),?,4%,-4,?,30%,2%,-1
O=C(Nc1ccc(S(=O)(=O)NCc2ccco2)cc1)c1ccc(F)cc1,?,0%,46*,-13%,-26%,0%,28*
CC1(C)NC(=O)N(CC(=O)OCc2cc(=O)n3cc(Br)ccc3n2)C1=O,35%[activator],3%,-7,31%[activator],-22%,0%,3
CC1CC(=O)NN=C1c1ccc(NCCO)c([N+](=O)[O-])c1 (stereo not drawn),-3%,1%,-4,13%,-13%,1%,-2
CCCCC(=O)Nc1ccccc1N1CCN(c2ccc(F)cc2)CC1,?,1%,-8,?,-6%,-2%,5
C/C(=N\N(c1ccccc1)c1ccccc1)c1ccco1,?,0%,-1,-11%,-27%,1%,5
O=C(NCc1ccco1)c1ccc(CS(=O)(=O)c2cccc(C(F)(F)F)c2)o1,?,0%,27,0%,5%,4%,13
O=[N+]([O-])c1ccn(-c2nc(-c3cccs3)cc(C(F)(F)F)n2)n1,-22%,-3%,8,?,-10%,0%,-8
CCC(C(=O)NC1CCCC1)N(C(=O)Cn1nnc(-c2ccc(C)o2)n1)C(C)(C)C (stereo not drawn),?,2%,-8,2.3µM*,43%,-17%,1
O=C(C1CC(=O)N(C2CCCCC2)C1)N1CCC2(CC1)OCCO2 (stereo not drawn),20%,2%,32,-9%,-12%,2%,13*
CCN(CC)C(=O)CC(c1ccc(N(C)C)cc1)c1c(OC)cc(OC)c2c(-c3ccccc3)cc(=O)oc12 (stereo not drawn),3.7µM*,0%,-6&9,2.1µM*,146%[activator],-14%,-2&-1
COc1ccc(C(=O)Nn2c(SCc3ccc([N+](=O)[O-])cc3)nc3ccccc3c2=O)cc1,361%[activator],-1%,82*,?,-36%,2%,25*
CC1CCN(C(=O)CN2C(=O)NC3(CCCc4ccccc43)C2=O)CC1 (stereo not drawn),-26%,nt,nt,11%,-1%,2%,nt
CCOc1ccccc1N(CC(=O)NC1CCCC1)C(=O)CCC(=O)Nc1cc(C)on1,?,3%,-16,14%,9%,4%,-3
CCOC(=O)c1c(NC(=O)Nc2ccc(Cl)cc2)sc(C)c1C,-5%,4%,-3,44%[activator],-22%,-5%,-5
CCCCP(=O)(O)c1ccccc1,25%,1%,2,?,-9%,-1%,-4
CC(NC(=O)c1ccc(Br)cc1)C(=O)NC1=NCCS1 (stereo not drawn),59%[activator],-1%,12,-4%,-9%,5%,5
CCc1c(C)nc2c(OC)cccc2c1Cl,10%,4%,50,23%,89%[activator],-7%,10*
Cc1cccc(NC(=O)CCN2C(=O)C3C4C=CC(C4)C3C2=O)n1 (stereo not drawn),11%,-6%,3,?,-14%,-1%,10
CCCOC(=O)c1ccc(OCC(O)Cn2c(C)nc3ccccc32)cc1 (stereo not drawn),?,0%,6,?,?,0%,0
Cc1ccc(N2C(=O)NC(=O)/C(=C\c3cc(C)n(-c4cc(C(=O)O)cc(C(=O)O)c4)c3C)C2=O)cc1,-12%,-2%,-4,8%,-24%,-3%,-1
CCOC(=O)Cn1c(C)c(Br)c(=O)c2cccc(C)c21,-14%,-1%,-6,18%,5%,-2%,6
COc1ccc(CN2CCNC(=O)C2CC(=O)N(C)Cc2nccs2)cc1OC (stereo not drawn),-8%,-6%,-3,9.3µM*,22%,11%,-3
CC1(C)CC(CCNCc2ccc3c(c2)OCO3)(Cc2ccccc2)CCO1 (stereo not drawn),?,-11%,-26,?,12%,0%,-1
O=C(NC12CC3CC(CC(C3)C1)C2)N1CCN(c2ccccn2)CC1,12µM*,-3%,14,2%,?,0%,-1
CC1CN(c2nc3ccccc3nc2C(C#N)C(=O)NCc2ccc3c(c2)OCO3)CC(C)O1 (stereo not drawn),?,3%,13,40%[activator],0%,0%,1
COC(=O)Nc1ccc(C)c(NC(=O)OC)c1,-16%,-4%,-15,338%[activator],-9%,2%,-4
COc1ccccc1NC(=O)CSc1nnc(CC(=O)Nc2ccccc2C)n1C,-1%,0%,-4,55%[activator],3%,7%,-1
COc1cc(S(=O)(=O)N2CCOCC2)ccc1NC(=O)c1cc2c(s1)CCC2,-16%,-1%,-13,?,96%[activator],7%,4
CCCCC(=O)N(c1ccc(OC)cc1)C1C=CS(=O)(=O)C1 (stereo not drawn),3%,1%,10,?,-16%,-2%,-2
NNC(=O)[C@H](Cc1ccccc1)NC(=O)Nc1ccc2c(c1)OCCO2,9.3µM*,4%,-3,?,-27%,1%,2
Cc1cc(Cl)cc(Br)c1OCCCCn1cncn1,-26%,1%,-3,14%,28%,17%,-4
N#CC(=C1CCCC1)c1nc(-c2ccccc2O)cs1,-30%,-17%,106*,41%[activator],?,-28%,54*
CCOc1ccc(C(=O)NC(=S)Nc2ccc(N3CCCCC3)cc2)cc1[N+](=O)[O-],-7%,2%,-6,?,-25%,-15%,2
Cc1[nH]c(=O)[nH]c(=O)c1S(=O)(=O)N1CCOCC1,22%,2%,-3,nt,2%,1%,4
CC1CCCC(NC(=O)CSc2nccn2C)C1C (stereo not drawn),10%,-2%,-12,?,-9%,-13%,-4
CCOC(=O)CSc1nnc(CNC(=O)c2cccs2)n1CCc1ccccc1,-22%,6%,21,nt,62%[activator],2%,-5
COc1ccc(CCNc2ccc(C(=O)O)cc2[N+](=O)[O-])cc1OC,17%,-2%[11.5 µM],-5,32%[activator],-26%,1%,-2
C/C(=N\NC(=O)c1cccc(Br)c1)c1ccc(Br)cc1,40%[activator],5%,54*,66%[activator],-28%,-3%,33*
O=C(NCCc1ccncc1)Nc1cccc(Cl)c1,nt,1%,-15,?,-17%,3%,-2
CC(=O)Nc1ccc(NC(=O)c2ccc(Cl)nc2)cc1,40%[activator],1%,-5,-1%,-17%,9%,-2
O=S(=O)(NCc1ccccc1)NCc1ccccc1F,-14%,3%,4,6%,-7%,3%,7
Cc1cc(C)[n+](CCCC[n+]2c(C)cc(C)cc2C)c(C)c1,-20%,nt,nt,64%[activator],-4%,-12%,nt
Cc1cc(Cl)c2c(c1)[C@]1(C(=O)N2)[C@@H]2C(=O)N(Cc3ccccc3)C(=O)[C@@H]2[C@@H]2CCCN21,?,-2%,11,?,31%,0%,-2

# An excerpt from above, reduced to Tb PYK inh, CHX counter and LmPK inhibitor.
Molecule	Tb PYK inh	CHX counter	LmPK inhibitor
CCOC(=O)Cn1c(C)c(Br)c(=O)c2cccc(C)c21	-2%	6	-1%
O=C(C1CC(=O)N(C2CCCCC2)C1)N1CCC2(CC1)OCCO2 (stereo not drawn)	2%	13*	2%

# Further structures follow.
SMILES,Pf growth 48h,LmPK inhibitor,Shiga inhibitor,Pf growth 96h,AmpC no deterg,Tb PYK inh,CHX counter
COc1cccc(-c2nnn(CCc3nn[nH]n3)n2)c1,-1%,-1%,8,?,-4%,1%,-3
O=C1CC(NCc2ccncc2)C(=O)N1c1ccccc1 (stereo not drawn),15%,6%,-20,?,-22%,5%,-2
COc1ccc(CSCC(=O)Nc2ccccc2SC)cc1,0%,5%,-10,-14%,-42%,-16%,0
O=C(Cn1c(=O)n(-c2ccccc2)c(=O)n1CC(=O)N1CCCCC1)N1CCCCC1,-2%,-10%,40,nt,-11%,-7%,-1
N/C(Cc1cccc2ccccc12)=N\OC(=O)c1ccc2c(c1)OCO2,?,-3%,26,?,-34%,-9%,-1
CN1C(c2ccc(F)cc2)=CS/C1=C(/C#N)c1nnc(N2CCOCC2)n1-c1ccccc1,-27%,1%,2,?,-6%,-15%,1
CCOC(=O)c1c(/N=C/C2C(=O)NC(=S)NC2=O)sc2c1CCC2,?,0%,23,4%,-31%,?,7
O=C(Cn1c(=O)[nH]c2ccccc2c1=O)N1CCN(Cc2ccc3c(c2)OCO3)CC1,-4%,0%,-1,9%,8%,2%,-4

# High-throughput results as filed in PubChem BioAssay.
